Screens (PubChem BioAssay)
Tb PFK inh: T. brucei PFK enzyme inhibition. 0.17% of 330,000 active. Potency, µM (doses to about 57.5 µM), for the others: at the top dose activity, negative = inhibition, usual class: inhibitors. AID 485367. T. brucei PFK, ADP-Glo luminescence. O15648;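 also: potency is read from the fitted curve at half-maximal effect; 0% = uninhibited 1x PFK enzyme wells and -100% = no-enzyme wells; nearly all actives have a fitted effect of over 60% in size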
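Compounds were pin-transferred as a titration series up to 57 uM into substrate buffer (0.5 mM F6P, 0.1 mM ATP, pH 8.0), then 1.25 nM PFK was added and reactions ran 45 min before ADP-Glo detection.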
Mito fusion act: inhibitors of mitochondrial division or activators of mitochondrial fusion | S. cerevisiae fusion-defective mutant growth rescue, CellTiterGlo 48 h | Potency, µM (top dose mostly 46.1 µM), inactives show top-dose growth rescue (activation), most hits filed as activators | 0.23% of 320,000 active;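 also: potency is read from the fitted curve at half-maximal effect; % of control where 0% means no effect; nearly all actives have a fitted effect of over 45% in size; temperature-sensitive fusion mutants such as fzo1-1 at 37 °C on non-fermentable ethanol glycerol medium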
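Growth-rescue viability read-out: after 48 h at the non-permissive 37C in glycerol/ethanol YPEG, yeast mitochondrial fusion mutants are measured by CellTiterGlo luminescence; compounds (23 nl pinned per well) restoring growth score as division inhibitors or fusion activators.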
Eya2 inh: inhibitors of human Eya2 phosphatase activity; O00167; recombinant Eya2, OMFP fluorescence dephosphorylation (OMFP is methylfluorescein phosphate); Potency, µM (highest dose often 76.9 µM), inactives show at the highest dose activity, negative = inhibition, usual class: inhibitors; 0.006% of 330,000 active; also: potency is read from the fitted curve at half-maximal effect; % is scaled to controls: 0 for no effect and ±100 for the full control effect
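Eya2 (0.2 uM) preincubated 10 min at ambient with compound, then OMFP substrate added at 50 uM; 10 min reaction in 50 mM HEPES pH 7.5, 50 mM NaCl, 5 uM MgCl2, 0.05% BSA, 1 mM DTT. Fluorescence read at Ex 485/Em 525 nm.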
Integrin act MD: activators of alpha7 integrin expression for muscular dystrophy | alpha7betagal myoblasts, beta-gal FDG fluorescence, 48 h | Potency, µM (series often up to 38.3 µM), without a hit: top-dose activation, most hits filed as activators | 0.064% of 350,000 active;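 also: potency is read from the fitted curve at half-maximal effect; 100% = response of the positive control SU9516; nearly all actives have a fitted effect of over 60% in size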
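alpha7betagal+/- myoblasts (passage 13, 250/well) treated 48 h at 37C with compounds at 1:260 dilution of DMSO stock. Lysed, then beta-galactosidase activity read as FDG fluorescence (ex 480/em 540) after 30 min, with pre-read for autofluorescence.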
TCR activator: activators of T cell receptors. primary human leukocytes, anti-CD3, IL-2 HTRF, 48 h. Potency, µM (doses to about 9.22 µM), without a hit: top-dose activation of IL-2 secretion, most hits filed as activators. 330,000 tested, under 10 active. AID 504894; also: % of control where 0% means no effect
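48 hr co-incubation of compounds, a-CD3 beads and primary human leukocytes; IL-2 quantified homogeneously by HTRF with anti-IL-2 K and d2 conjugates.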
ELG1 repair inh: ELG1-dependent DNA repair inhibition. Potency, µM (highest dose often 46.1 µM), for inactives: at the highest dose activity change, negative = inhibition, hits mostly inhibitors. AID 504467. 2.3% of 330,000 active. HEK293T ELG1-luciferase reporter, luminescence, 16 h; DNA damage induced by 5-fluorouridine; also: potency is read from the fitted curve at half-maximal effect; % is scaled to controls: 0 for no effect and ±100 for the full control effect; nearly all actives have a fitted effect of over 55% in size
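5-Fluorouridine DNA damage + compound/DMSO, 2,000 cells/well, 16 h, 37 °C/5% CO2. ONE-Glo, 30 min RT, luminescence. Readout = decrease in reporter signal.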
AT treatment: potential ataxia-telangiectasia treatments restoring KAP-1 phosphorylation; […] A-T fibroblasts, KAP-1 phosphorylation AlphaLISA; neocarzinostatin DNA damage 30 min before lysis; Potency, µM (titrated, usually from 57.5 µM), without a hit: at the top dose activation, hits mostly activators; 0.19% of 320,000 active; AID 485349; also: potency is read from the fitted curve at half-maximal effect; % of control where 0% means no effect; nearly all actives have a fitted effect of over 45% in size
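hTERT-immortalized A-T patient fibroblasts ([…]), 500 cells/well in OPTI-MEM, 1% FBS, got compounds for 60 min, then NCS for 30 min at 37C. Lysates were then assayed for phospho-KAP-1 by AlphaLISA (anti-pKAP1 donor, anti-KAP1 acceptor beads), 6 hr at 25C.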
TSHR antag: human thyrotropin receptor antagonism; TSHR-expressing cells, TSH-stimulated cAMP HTRF, 2 h; hits give low values; activity change, negative = inhibition, % at 11.5 µM; 0.2% of 330,000 active; P16473;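 active = activity change below a set negative limit, meaning inhibition stronger than a set level, cut at about -70% in these data; inconclusive = activity change between two set negative limits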; also: % is scaled to controls: 0 for no effect and ±100 for the full control effect
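TSHR-expressing cells were treated with compounds, then stimulated with TSH at EC80 (4nM final) for 2 hours at 37 deg C. Cellular cAMP was measured by HTRF competition between lysate cAMP and cAMP-d2 for a cryptate-labelled anti-cAMP antibody.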
PTAP TSG101 blk: blocks PTAP/TSG101 interaction to inhibit HIV-1 budding. Q99816. Fluorescence polarization, FITC-PTAP peptide / Tsg101 binding. Potency, µM (doses to about 115 µM), for inactives: top-dose activity change, negative = inhibition, usual class: inhibitors. 340,000 tested, under 10 active. AID 493005; active = well fitted inhibition curve with a large enough effect in the main read-out, with a control signal flat, not every such curve was filed as active; inconclusive = small, poorly fitted or top-dose-only effect, or effect the other way, or a change in a side signal; inactive = no such curve, though single readings can be large or run the other way; also: potency is read from the fitted curve at half-maximal effect; % of control where 0% means no effect
Target sequence (Q99816 whole entry, looked up): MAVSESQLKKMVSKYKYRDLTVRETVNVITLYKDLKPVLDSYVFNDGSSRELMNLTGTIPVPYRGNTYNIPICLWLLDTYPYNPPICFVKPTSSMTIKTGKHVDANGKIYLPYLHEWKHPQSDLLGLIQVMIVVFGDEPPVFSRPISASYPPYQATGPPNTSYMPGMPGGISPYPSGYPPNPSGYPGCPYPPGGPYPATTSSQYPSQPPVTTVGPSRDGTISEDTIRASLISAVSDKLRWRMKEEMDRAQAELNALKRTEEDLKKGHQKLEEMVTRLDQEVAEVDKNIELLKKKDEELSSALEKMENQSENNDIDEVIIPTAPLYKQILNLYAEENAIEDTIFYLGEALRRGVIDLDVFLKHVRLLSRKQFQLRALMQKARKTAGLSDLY
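Steps: Tsg101 binding domain dispensed (10 uM final), compounds pinned in DMSO, FITC-labeled PTAP-motif peptide added (50 nM final); after 20 min binding at room temperature, polarization measured.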
ASM inhibitor: blocks human secretory acid sphingomyelinase. placental ASM, HMU-PC fluorogenic substrate, 60 min. Potency, µM (doses to about 57.5 µM), for inactives: at the highest dose activity change, negative = inhibition, hits mostly inhibitors. 0.006% of 340,000 active; also: potency is read from the fitted curve at half-maximal effect
Target sequence (P17405 47-631 limits assumed): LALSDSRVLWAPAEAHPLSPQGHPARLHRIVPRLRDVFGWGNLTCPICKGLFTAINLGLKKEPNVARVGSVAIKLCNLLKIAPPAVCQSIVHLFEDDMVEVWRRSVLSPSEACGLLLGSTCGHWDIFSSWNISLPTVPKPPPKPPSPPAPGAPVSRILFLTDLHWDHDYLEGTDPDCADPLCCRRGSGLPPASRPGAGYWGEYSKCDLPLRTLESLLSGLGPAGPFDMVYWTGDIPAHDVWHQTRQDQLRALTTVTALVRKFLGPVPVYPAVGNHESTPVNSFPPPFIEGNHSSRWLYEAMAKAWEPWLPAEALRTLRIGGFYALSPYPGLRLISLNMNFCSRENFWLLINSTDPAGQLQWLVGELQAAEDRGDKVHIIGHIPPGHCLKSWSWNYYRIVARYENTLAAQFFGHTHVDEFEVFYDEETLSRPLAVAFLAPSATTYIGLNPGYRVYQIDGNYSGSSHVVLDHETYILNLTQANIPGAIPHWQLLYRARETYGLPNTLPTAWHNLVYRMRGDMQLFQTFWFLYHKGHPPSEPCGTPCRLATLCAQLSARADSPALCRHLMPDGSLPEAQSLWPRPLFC
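qHTS format. ASM enzyme prepared from human placenta hydrolyses the fluorogenic substrate HMU-PC0 (9 uM final) over 60 min at 37 °C after a 10 min compound preincubation.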
BCR signal inh: chronic active BCR signaling inhibition. ABC-DLBCL IkBa-CBG/CBR reporter, luminescence ratio, 4 h. Potency, µM (highest dose often 46.1 µM), for inactives: top-dose ratio change, negative = lower green/red ratio, actives largely listed as inhibitors. 0.05% of 340,000 active. AID 493014; active = well fitted inhibition curve with a large enough effect in the signal ratio, with a control signal flat, not every such curve was filed as active; inconclusive = small, poorly fitted or top-dose-only effect, or effect the other way, or a change in a side signal; the % refers to the signal ratio;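 also: potency is read from the fitted curve at half-maximal effect; plate controls were basal doxycycline-induced cells for no effect and cells given 10 µM MG132 for full effect; MG132 reads +100%, hits lower the ratio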
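Cell line TMD8 (human ABC DLBCL), stably expressing tet-inducible CBG68-IkBa fusion and CBR; IMDM/0.5% FBS; cpd up to 46 uM; dox induction, 4 h, 37C/5% CO2; dual luminescence; green/red ratio; MG132 control.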
* marks the source's active call; other numbers are inactive results; ? = inconclusive; . = no result given; [ ] = dose if it differs, or a comment. Unless noted, calls follow the shape of the dose curve; as a rule, active = well fitted curve in the direction sought with a large enough effect; inconclusive = small, poorly fitted or top-dose-only effect, or another doubt; inactive = no such curve, though single readings can be large; an effect the other way counts as inactive or inconclusive.

SMILES | Tb PFK inh | Mito fusion act | Eya2 inh | Integrin act MD | TCR activator | ELG1 repair inh | AT treatment | TSHR antag | PTAP TSG101 blk | ASM inhibitor | BCR signal inh
COc1ccc(CC2CC(=O)N(c3ccc(C)cc3)C2=O)cc1 (configuration not stated) | 3% | 2% | 7% | -14% | -4% | -1% | -3% | 5 | -5% | 2% | ?
CCOC(=O)C1CCN(C(=O)Cn2nc(C)n3nc(-c4ccc(CC)cc4)cc3c2=O)CC1 | -7% | 7% | -22% | 36% | 0% | 4% | -3% | 13 | -2% | -1% | -1%
CCOC(=O)c1[nH]c2ccc(Br)cc2c1NC(=O)CCN1CCCC(C)(C)C1 | -13% | 3% | -2% | -51%[inhibitor] | 0%[46.1 µM] | 4% | 14% | -4 | 2% | 2% | 4%
Nc1cc(=O)n(Cc2ccccc2)c(=O)n1-c1ccc(F)cc1 | 0% | -1% | 10% | -6% | -3% | -1% | 2% | 6 | -1% | 5% | -28%
COc1ccc(-c2cc(C(=O)Nc3cccnc3Cl)no2)cc1OC | -1% | 5% | 10% | 0% | -6% | 0% | -3% | 21 | -7% | 4% | 3%
CCOC(=O)C1=C(CSc2nc3c(cc2C#N)CN(C)CC3)OC(N)=C(C#N)C1c1ccccc1 (configuration not stated) | -9% | 4% | 5% | 19% | -1% | 23% | 2% | -9 | -6% | 31%[activator] | 7%
COc1cccc(CNC(=O)CCCN2C(=O)C(c3ccccc3)Oc3cccnc32)c1OC (configuration not stated) | -2% | -2% | 1% | 10% | 7% | -19% | 2% | -9 | -2% | 0% | 5%
Cc1ccc(CS(=O)(=O)Cc2ccc(C(=O)NC3CCCC3)o2)cc1 | -4% | -1% | -3% | ? | 8% | -11% | -17% | -5 | -3% | 0% | -1%
CCc1ccc(NC(=S)Nc2ccc3[nH]c(=O)[nH]c3c2)cc1 | 0% | 2% | -7% | -19% | 1% | 1% | -5% | 11 | -3% | 6% | 12%
COCCNC(=O)C(c1ccccc1F)N(C(=O)C(=O)NC1CCCC1)C1CCCCC1 (configuration not stated) | -6% | 3% | 2% | 10% | . | ? | -5% | -2 | -3% | 4% | 2%
COc1cc(/C=N/Nc2ccc(Cl)c(C(=O)O)c2)ccc1OC(=O)c1ccccc1F | 29% | 4% | -33% | -2% | -2% | 17% | -1% | -14 | -3% | ? | ?
COc1ccc(NC(=O)C(=O)N/N=C(\C)CC(=O)Nc2cc(C)ccn2)c(OC)c1 | 0% | 1% | -2% | 25% | 4% | 0% | -5% | -3 | -2% | 4% | ?
Cc1n[nH]c(=O)nc1NCc1ccccc1Cl | 4% | 0% | 5% | -5% | 1% | 0% | -2% | 13 | -2% | 0% | -7%
CC(=O)C(Sc1ccc2nnc(-c3ccc(F)cc3)n2n1)C(C)=O | 3% | 1% | -9% | -27% | -6% | -22% | 15% | 5 | 0% | 1% | 1%
CC12CCC(C(=O)N(c3ccc(Cl)cc3)C1=O)C2(C)C (configuration not stated) | 1% | 3% | -11% | -1% | -2%[46.1 µM] | -4% | 0% | 17 | -1% | -1% | 1%
CCc1ccc(NC(=O)C(=O)N/N=C(\C)CC(=O)Nc2ccc(OC)cc2)cc1 | 1% | -1% | -7% | 6% | -3% | ? | 0% | 3 | -4% | 0% | -6%
CCOC(=O)c1sc2nc(C)cc(C)c2c1NC(=O)c1ccco1 | 0% | 2% | 12% | -15% | 5% | -9% | -4% | -9 | -6% | 12% | 1%
CCN1C(=O)[C@@H]2[C@@H](c3ccc(-c4ccc(C(C)=O)cc4)cc3)N3CCC[C@@]3(C(=O)OC)[C@@H]2C1=O | 12% | -1% | 7% | -17% | 6% | -15% | 19% | -1 | 1% | 1% | -12%
CCn1nc(C)cc1C(=O)N1CCCC(Nc2ccc(F)c(F)c2)C1 (configuration not stated) | -1% | -1% | 7% | -4% | 2% | 1% | 4% | -5 | -1% | -1% | 0%
O=C(CN1CCOCC1)Nc1ccc(Oc2ccccc2)cc1 | 1% | 0% | -3% | -10% | 0% | 15% | 6% | -18 | -5% | -3% | 0%
S=C(N/N=C/c1ccc2ncccc2c1)Nc1ccccc1 | -1% | 13% | -22% | 2% | 2% | ? | 0% | -4 | -12% | -16% | 1%
COc1ccc(Cc2nnc(SCC(=O)Nc3ccc(N4CCOCC4)cc3)n2C)cc1 | -4% | 8% | 6% | -14% | -4% | 0% | 9% | 19 | 4% | 4% | -4%
NC(=O)C1(N2CCCCC2)CCN(C(=O)c2cccn3c(=O)c4cc(Cl)ccc4nc23)CC1 | 1%[0.46 µM] | 1% | 11% | ? | -1% | -18% | 8% | 0 | -4% | . | 0%
S=C(Nc1ccc(Nc2ccccc2)cc1)N1CCN(c2ncccn2)CC1 | -20% | 1% | -2% | -9% | -5% | 0% | -4% | 8 | -2% | 8% | 0%
O=C(Nc1nc(-c2ccccc2)cs1)c1ccc(S(=O)(=O)N2CCc3ccccc32)cc1 | -1% | -2% | -13% | -1% | 5% | 0% | -7% | -7 | 0% | 3% | ?
O=S(=O)(c1ccccc1C(F)(F)F)N1CCN(S(=O)(=O)c2ccccc2C(F)(F)F)CC1 | -5% | -5% | 16% | 19% | 5% | -2% | . | 5 | 2% | 2% | 1%
NS(=O)(=O)c1ccc(NC(=S)N2CCN(c3ccccc3)CC2)cc1 | -8% | -3% | -1% | 17% | 2%[46.1 µM] | 4% | 8% | 5 | -1% | 5% | -2%
Cc1c(Cc2ccc3c(c2)OCO3)sc(NC(=O)c2ccc3ccccc3c2)c1C(N)=O | -2% | -1% | -1% | -10% | -4% | 8% | 9% | 8 | -1% | 79%[activator] | ?
O=C(COC(=O)Cc1ccc(Br)cc1)NC1CCCC1 | 0% | . | 1% | -13% | -5%[46.1 µM] | 3% | 1% | -11 | 0% | -1% | 2%
Cc1cc(=O)n2nc(N3CCC(C(=O)Nc4c(F)c(F)c(F)c(F)c4F)CC3)sc2n1 | 0% | 5% | -2% | 2% | 1% | 6% | -2% | 0 | -1% | -1% | -1%
Cc1ccccc1C(=O)c1cccn1CC(=O)NCC1CCCO1 (configuration not stated) | 0% | 0% | -4% | 26% | -1% | 9% | 0% | 0 | -1% | -1% | ?
Cc1c(Cl)cccc1NC(=S)N1CCN(c2ccc([N+](=O)[O-])cn2)CC1 | -7% | -1% | -3% | ? | 6% | ? | -2% | 2 | -2% | -3% | 0%
CN1C(=O)/C(=C\c2ccc(OC(=O)c3ccco3)cc2)SC1=S | -6% | -1% | -2% | 27% | 0% | ? | 1% | 10 | -4% | -1% | -3%
Cc1ccc(S(=O)(=O)N2CCN(Cc3nc4sc(C)c(C)c4c(=O)[nH]3)CC2)cc1 | . | 6% | . | 15% | 1% | . | . | . | -6% | -3% | .
Cc1c(N=C(N)/N=C(\N)Nc2ccccc2)c(=O)n(-c2ccccc2)n1C | 5% | -8% | -23% | 7% | 0%[46.1 µM] | 11% | -3% | -3 | -4% | 1% | 2%

This is a random part of the collection; any-hit rate near 3.2%.
